# High-throughput results: PubChem, National Center for Advancing Translational Sciences (NCATS)
# EPAC1 antag: antagonists of human EPAC1; actives 0.14% (n = 360,000); O95398; Potency, µM (doses to about 115 µM), without a hit: at the highest dose activity change, negative = inhibition, most hits filed as inhibitors; EPAC1 GEF assay, Rap1b-BODIPY-GDP exchange fluorescence;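 note: potency is the fitted concentration of half-maximal effect; plate controls were vehicle for no effect and positive control for full effect; nearly all actives have a fitted effect of over 50% in size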
# PLK1 PBD block: blocks phosphopeptide binding to human PLK1 polo-box domain; Plk1 PBD binding of FITC phosphopeptide, fluorescence polarization; Potency, µM, inactives show max response, negative = inhibition, usual class: inhibitors; actives 2.8% (n = 360,000); note: potency is the fitted concentration of half-maximal effect; series mostly up to about 57 µM; % is set by controls: 0 for no effect and ±100 for the full control effect; nearly all actives have a fitted effect of over 65% in size
# PTHR1 agonist: PTHR1 (human) receptor agonism; Q03431; HEK293 GP2 PTHR1 cells, GloSensor cAMP luminescence, 1 h; Potency, µM (titrated, usually from 115 µM), without a hit: at the highest dose activation, most hits filed as activators; actives 0.075% (n = 410,000); note: potency is the fitted concentration of half-maximal effect; nearly all actives have a fitted effect of over 55% in size; some results filed as inactive show a strong effect at the top dose; inactives centre near -15; many of its hits are not listed in these tables
# Target sequence (Q03431 whole entry, looked up): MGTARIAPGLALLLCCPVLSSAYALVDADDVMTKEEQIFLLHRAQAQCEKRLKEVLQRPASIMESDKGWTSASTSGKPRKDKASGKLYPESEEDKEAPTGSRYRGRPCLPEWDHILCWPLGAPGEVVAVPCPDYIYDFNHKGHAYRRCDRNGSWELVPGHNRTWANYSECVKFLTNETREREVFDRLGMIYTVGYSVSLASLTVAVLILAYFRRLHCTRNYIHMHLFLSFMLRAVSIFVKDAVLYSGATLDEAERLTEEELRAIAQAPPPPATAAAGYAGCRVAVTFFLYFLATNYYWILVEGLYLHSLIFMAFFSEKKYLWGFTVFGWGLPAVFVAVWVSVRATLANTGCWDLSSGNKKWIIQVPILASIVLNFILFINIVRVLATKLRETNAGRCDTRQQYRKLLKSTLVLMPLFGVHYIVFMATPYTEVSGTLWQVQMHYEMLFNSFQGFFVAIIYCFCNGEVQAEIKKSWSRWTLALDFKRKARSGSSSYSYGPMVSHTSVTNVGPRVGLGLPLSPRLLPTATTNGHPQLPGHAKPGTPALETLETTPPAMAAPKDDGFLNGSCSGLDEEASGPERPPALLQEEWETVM
#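 HEK-293-derived GP2 cells expressing PTHR1 and a GloSensor cAMP reporter, 3,000/well, plated overnight, given luciferin plus IBMX (each 0.5 mM as added) for 1 h at 37 °C, then compound for 1 h at 37 °C. Luminescence was read after 15 min at room temperature.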
# EPAC1 ag: agonists of human EPAC1; Potency, µM (top dose mostly 154 µM), inactives show top-dose activation, hits mostly activators; actives 0.073% (n = 360,000); EPAC1 agonist qHTS, biochemical assay; response scale: 100% = response to 6.5 mM cAMP; note: potency is the fitted concentration of half-maximal effect; nearly all actives have a fitted effect of over 60% in size
#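 Compounds were pinned as a concentration titration into mixtures of EPAC1 (100 nM), BODIPY-GDP-loaded Rap1B (250 nM) and GDP (50 uM). After 5 min at room temperature, fluorescence was followed for 30 min; activity was scaled to 6.5 mM cAMP.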
# IL-2 act: activates IL-2 in a cell-based reporter assay; activation, % (series mostly up to about 46 µM); AID 652025; IL-2 activation reporter assay, cell-based qHTS; stimulated with anti-CD3/CD4/CD28 beads; in transgenic mouse T cells; actives 0.065% (n = 360,000); in the data active = activation above about 50%; inconclusive = mostly about 30% to 49%; note: 0% is about no effect
#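 Screening format: compound pinned onto unstimulated transgenic mouse T cells, 60 min incubation, then anti-CD3/anti-CD4/anti-CD28 bead stimulation for 18 hours at 37 degrees C, followed by EGFP and DsRed detection.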
# GLP1R ag: activates the human GLP-1 receptor; HEK293 GLP-1R CRE-luciferase, luminescence, 4-6 h; cells express a hypersensitive GLP-1R form; P43220; AID 624172; actives 0.007% (n = 380,000); Potency, µM (highest dose often 45.6 µM), without a hit: top-dose activation, most hits filed as activators; note: potency is the fitted concentration of half-maximal effect; % of control where 0% means no effect
# PI5P4Ka inh: inhibitors of human PI5P4K alpha. P48426. PI5P4Kalpha enzyme, ADP-Glo luminescence, 60 min; stronger effect = lower value. max response, %. actives 1.2% (n = 330,000); active = max response of -50% or lower; inconclusive = between -30% and -50%; inactive = -30% or higher; note: value at the top dose of about 77 µM; % is set by controls: 0 for no effect and ±100 for the full control effect
# Target sequence (P48426 whole entry, looked up): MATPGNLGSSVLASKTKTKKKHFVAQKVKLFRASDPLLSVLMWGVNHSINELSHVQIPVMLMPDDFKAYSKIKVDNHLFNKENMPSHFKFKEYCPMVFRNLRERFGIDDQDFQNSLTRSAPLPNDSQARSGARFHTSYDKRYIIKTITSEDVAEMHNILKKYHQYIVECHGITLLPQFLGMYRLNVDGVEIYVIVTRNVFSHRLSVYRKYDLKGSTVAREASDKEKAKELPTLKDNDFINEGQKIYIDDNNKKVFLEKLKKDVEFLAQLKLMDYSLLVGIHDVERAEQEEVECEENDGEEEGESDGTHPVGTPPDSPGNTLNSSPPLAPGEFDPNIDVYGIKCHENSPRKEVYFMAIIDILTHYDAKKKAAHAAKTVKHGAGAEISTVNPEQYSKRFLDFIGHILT
#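 Single end-point luminescence (ADP-Glo) quantified ADP from PI5P4Kalpha turnover; ATP 5 microM final, 1 h at RT, 0.1% CHAPS and 0.28 mM EGTA in HEPES pH 7.4.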
# GLP1R inv ag: GLP-1 receptor (human) inverse agonism. HEK293 GLP-1R CRE-luciferase, luminescence, 24 h; GLP-1R form is constitutively active. Potency, µM (highest dose often 38.3 µM), for the others: at the top dose activity change, negative = inhibition, actives largely listed as inhibitors. actives 1.6% (n = 410,000). AID 624417; note: potency is the fitted concentration of half-maximal effect; % is set by controls: 0 for no effect and ±100 for the full control effect; nearly all actives have a fitted effect of over 55% in size
#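 Inverse agonists were sought by their lowering of basal cAMP reporter luciferase output in HEK293 cells stably carrying constitutively active human GLP-1R, after 24 h compound treatment.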
# HEK293 tox: cytotoxic in the GLP-1 receptor inverse agonist counter-screen; AID 624418; actives 0.13% (n = 410,000); HEK293 cAMP-luciferase reporter cells, luminescence, 24 h; Potency, µM (highest dose often 38.3 µM), without a hit: at the top dose activity change, negative = inhibition, most hits filed as inhibitors;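 note: loss of luciferase light is scored as toxicity; potency is the fitted concentration of half-maximal effect; % is set by controls: 0 for no effect and ±100 for the full control effect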
#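 Cells in DMEM/10% Nu serum/1% pen-strep, 1536-well format. Pre-incubated 12 h, dosed with 23 nL compound, incubated a further 24 h. Luciferase detection, 12 min at room temp, luminescence.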
# * marks the source's active call; other numbers are inactive results; i = inactive; ? = inconclusive; · = not tested or not shown; [ ] = dose if it differs, or a comment. Unless noted, calls come from the whole dose curve; as a rule, active = well fitted curve in the direction sought with a large enough effect; inconclusive = small, poorly fitted or top-dose-only effect, or another doubt; inactive = no such curve, though single readings can be large; an effect the other way counts as inactive or inconclusive.
# Values run as follows: EPAC1 antag | PLK1 PBD block | PTHR1 agonist | EPAC1 ag | IL-2 act | GLP1R ag | PI5P4Ka inh | GLP1R inv ag | HEK293 tox
- COC(=O)c1cccc(NC(=O)CCc2cc(OC)c(OC)c(OC)c2)c1
    -0.8% | -3.9% | -13.7% | -0.8% | -0.1 | -8.9% | 4.0 | 1.7% | -13.9%
- CCN(CC)CCn1c2ccccc2c2nc3ccccc3nc21
    -11.6% | 0.3% | i | 9.0% | -0.8 | 1.2% | -5.5 | ? | -18.3%
- Cn1cccc1C(=O)C(=O)Nc1cc(Cl)cc(Cl)c1
    -3.8% | 2.99µM* | i | -0.9% | -3.1 | -16.0% | ? | 5.5% | -8.6%
- O=C(NCC(=O)N(CCc1ccccc1)C(C(=O)NC1CCCC1)c1cccnc1)c1ccco1 (stereo not drawn)
    -10.7% | -9.6% | i | -9.4% | 0.5 | -8.4% | -2.1 | 1.9% | 6.4%
- O=C1CCC/C1=C/Nc1ccc(Cl)cc1
    -23.4% | -15.9% | -0.7% | 5.4% | -3.4 | 3.2% | -0.1 | 4.5% | 2.8%
- COc1ccc(NS(=O)(=O)c2ccc(NC(=S)NCC3CCCO3)cc2)cc1 (stereo not drawn)
    -20.9% | -20.3% | -70.2%[inhibitor] | -7.9% | -1.1 | -4.9% | -0.5 | ? | 5.0%
- COc1cccc(C(=O)NC(=S)Nc2ccccc2N2CCOCC2)c1
    -7.7% | 0.9% | -8.8% | 14.0% | -1.0 | 3.9% | 8.0 | ? | ?
- O=C(NCc1cccnc1)C(=O)NCC1OCCN1S(=O)(=O)c1ccccc1 (stereo not drawn)
    -6.1% | -18.2% | -20.7% | -9.3% | -2.6 | -2.8% | -4.4 | 5.8% | 0.1%
- O=C1C(=Cc2cccc(Cl)c2)Cc2ccccc21
    -11.6% | -8.3% | -15.8% | 5.4% | 0.4 | 2.1% | -9.4 | 16.0% | -0.5%
- CCOC(=O)C1=CN(Cc2cccc(F)c2)S(=O)(=O)N(C)C1c1ccc(C(F)(F)F)cc1 (stereo not drawn)
    -28.5% | -5.4% | -6.5% | -20.3% | -0.8 | 1.4% | 0.6 | ? | -1.4%
- CS(=O)(=O)NCCSCc1ccc(Cl)cc1
    5.7% | -6.6% | -12.0% | -8.8% | -3.1 | -1.2% | -4.7 | 1.4% | -11.8%
- O=C(NCC(c1ccco1)N1CCc2ccccc21)c1ccccc1F (stereo not drawn)
    -7.8% | -7.7% | i | 13.3% | -0.8 | -11.0% | 0.6 | ? | 3.8%
- O=C(O)CCCNS(=O)(=O)c1cccc2nsnc12
    7.4% | -4.5% | 24.4%[57.5 µM] | -11.3% | -2.4 | -10.2% | 0.8 | 8.6% | -0.2%
- O=C(c1ccccc1)N1CCOC12CCN(c1ncc(C(F)(F)F)cc1Cl)CC2
    0.0% | -2.8% | -24.3%[57.5 µM] | 0.1% | 0.7 | -11.0% | 15.7 | ? | -3.2%
- CC1(C)CC(=O)C2=C(C1)NC(=O)NC2c1ccccc1Cl (stereo not drawn)
    3.1% | -3.4% | -2.2% | 1.0% | 0.0 | 9.3% | 0.6 | 5.5% | 1.2%
- COC(=O)[C@@H](NC(=O)c1ccc(OC2CCN(Cc3ccccn3)CC2)cc1)C(C)C
    -13.5% | -9.6% | i | -1.7% | 0.0 | -5.8% | -8.2 | -3.1% | -9.5%
- COc1ccc(/C=N\NS(=O)(=O)c2ccc(C)cc2)cc1COc1ccccc1[N+](=O)[O-]
    -0.1% | -3.3% | i | 10.2% | -0.7 | -0.3% | 3.7 | ? | ?
- CN(Cc1ccccc1)C(=O)c1cccc(NC(=O)Cc2ccc(NC(=O)C3CCN(C(=O)C4CC4)CC3)cc2)c1
    1.8% | 0.0% | -24.1% | -14.5% | 0.1 | 15.8% | 0.1 | 6.3% | -9.7%
- CCOC(=O)N1CCc2c(sc3[nH]c(=S)[nH]c(=S)c23)C1
    5.0% | ? | -4.0% | 5.9% | -0.2 | 4.3% | -66.9* | 26.7% | 5.0%
- CNC(=O)C1CCC(=O)N1Cc1c[nH]c2ccccc12 (stereo not drawn)
    -6.4% | -7.0% | -13.3% | 2.4% | -0.1 | -2.1% | 0.4 | 19.1% | 7.6%
- CCOc1c(CNCCCSc2nc(C)cc(C)n2)cccc1OC
    -10.1% | 3.0% | -24.8% | 8.5% | 0.2 | -0.7% | 2.1 | -8.0% | -29.6%
- O=C(COc1ccc2ccc(=O)oc2c1)Nc1ccc(N2CCOCC2)cc1
    4.7% | 0.0% | i | 8.9% | -1.0 | 2.1% | -2.2 | 7.3% | 15.8%
- Cc1ccc(-c2nnc3ccc(SCC(=O)N4CCCc5ccccc54)nn23)cc1
    3.9% | -16.2% | -23.5% | 9.9% | 1.1 | 17.6% | 4.7 | 8.9% | -25.5%
- O=C(OCC(=O)N1CCCCCC1)c1n[nH]c(=O)c2ccccc12
    -14.5% | -7.5% | i | 0.8% | -0.8 | 7.2% | -4.1 | 0.1% | 14.4%
- CC(=O)Nc1ccc(S(=O)(=O)NCCNc2ccccc2[N+](=O)[O-])cc1
    3.1% | -4.3% | -20.7% | 2.9% | 1.1 | 6.0% | 11.0 | -3.0% | -10.6%
- Cc1ccc(-c2cnc(C(O)c3c(C)cccc3C)[nH]2)cc1 (stereo not drawn)
    -0.2% | -12.2% | -20.6% | -5.9% | 0.8 | 3.2% | -1.0 | ? | 3.0%
- COc1ccccc1CNC(=O)c1csc(Cc2ccc(Cl)cc2)n1
    2.1% | -2.8% | -45.1%[inhibitor][57.5 µM] | 1.9% | -0.4 | -1.7% | 14.9 | ? | -6.7%
- CCc1noc(C)c1C(=O)Nc1nc(-c2cc(C)ccc2C)c(C)s1
    -1.1% | -16.8% | -58.4%[inhibitor] | -0.7% | 1.7 | 3.0% | 2.9 | ? | 76.6%[activator]
- NC(=O)C1CCN(C(=O)c2ccc(NS(=O)(=O)c3ccc(F)c(F)c3)cc2)CC1
    -0.9% | -4.8% | -38.1%[inhibitor] | 2.9% | 13.3 | -5.4% | -2.7 | 21.2% | 5.3%
- O=C(Nc1ccc(N2CCOCC2)c(Cl)c1)c1ccc(-n2cnnc2)cc1Cl
    0.8% | 1.0% | i | -3.1% | -2.8 | -3.3% | 3.0 | 61.6%[activator] | 1.9%
- CC(C)CN(C(=O)COC(=O)COc1ccc2c(c1)CCC2)c1c(N)n(Cc2ccccc2)c(=O)[nH]c1=O
    1.3% | -1.0% | -3.2% | -10.1% | -2.3 | -12.9% | -3.1 | 6.6% | 13.7%
- C=C1CCC2[C@](C)(CO[C@@H]3O[C@H](CO)[C@@H](O)[C@H](O)[C@H]3O)CCC[C@@]2(C)[C@@H]1CCC1=CCOC1=O (stereo partly drawn)
    -2.4% | -0.4% | i | -1.1% | -1.1 | 3.5% | 2.8 | 19.8% | -23.5%
- CC(=O)c1cccc(NC(=O)c2cc(-c3ccco3)on2)c1
    -2.4% | -1.5% | -10.3% | -1.7% | 0.8 | -0.3% | -13.8 | 46.2%[activator] | 12.6%
- Cc1cccc(N2CCN(C(=O)CN3C(=O)COc4ccc(S(=O)(=O)N5CCCC5)cc43)CC2C)c1 (stereo not drawn)
    · | · | -18.2% | · | · | 7.0% | · | -6.3% | -8.8%
- CN1C(=O)[C@@H]2[C@@H]3C[C@@H]([C@H]4ON=C(c5ccc(Cl)cc5Cl)[C@@H]34)[C@@H]2C1=O
    -20.7% | -12.1% | -9.0% | 8.0% | -0.2 | 1.9% | 11.0 | 15.6% | 13.8%
- CC(C)c1ccc(OCC(=O)NCc2ccco2)cc1
    -8.3% | -15.1% | 18.4% | 1.7% | -0.9 | 16.6% | -0.4 | -19.4% | 21.8%
- O=C(CSc1ccc(Br)cc1)Nc1ccccc1N1CCOCC1
    2.5% | -9.0% | -30.6%[inhibitor] | 1.5% | -3.2 | -3.9% | 5.1 | ? | -28.1%
- CSc1nnc(Cn2c(=O)sc3ccccc32)n1C
    -16.4% | -7.7% | i | 1.4% | -0.6 | 10.7% | 3.9 | -8.6% | 0.1%
- CCOC(=O)C(C)n1cnc2c1c(=O)[nH]c(=O)n2C (stereo not drawn)
    13.0% | -1.9% | -10.3%[57.5 µM] | -5.7% | -0.2 | 2.8% | · | 10.2% | -8.2%
- Cc1ccccc1-c1nc(CN2CCC(C(=O)NCCN3CCOCC3)CC2)c(C)o1
    -3.3% | -3.9% | -17.9% | 14.0% | -0.9 | -0.5% | 3.1 | ? | -4.5%
- CCOC(=O)C1=C(C)NC(SCC(=O)O)=C(C#N)C1c1ccco1 (stereo not drawn)
    -3.8% | -9.2% | ? | 0.3% | 0.2 | -11.3% | ? | 15.7% | -13.7%
- O=C(NC1CCCC1)[C@@H]1CSC2c3ccccc3C(=O)N21 (stereo partly drawn)
    29.6% | ? | i | 2.5% | -4.3 | -6.5% | -2.0 | 2.9% | 0.6%

# Exported comma-delimited: part of the list above
Compound,EPAC1 antag,PLK1 PBD block,PTHR1 agonist,EPAC1 ag,IL-2 act,GLP1R ag,PI5P4Ka inh,GLP1R inv ag,HEK293 tox
O=C1CCC/C1=C/Nc1ccc(Cl)cc1,-23.4%,-15.9%,-0.7%,5.4%,-3.4,3.2%,-0.1,4.5%,2.8%
COc1ccc(NS(=O)(=O)c2ccc(NC(=S)NCC3CCCO3)cc2)cc1 (stereo not drawn),-20.9%,-20.3%,-70.2%[inhibitor],-7.9%,-1.1,-4.9%,-0.5,?,5.0%
COc1cccc(C(=O)NC(=S)Nc2ccccc2N2CCOCC2)c1,-7.7%,0.9%,-8.8%,14.0%,-1.0,3.9%,8.0,?,?
O=C(NCc1cccnc1)C(=O)NCC1OCCN1S(=O)(=O)c1ccccc1 (stereo not drawn),-6.1%,-18.2%,-20.7%,-9.3%,-2.6,-2.8%,-4.4,5.8%,0.1%
O=C1C(=Cc2cccc(Cl)c2)Cc2ccccc21,-11.6%,-8.3%,-15.8%,5.4%,0.4,2.1%,-9.4,16.0%,-0.5%
CCOC(=O)C1=CN(Cc2cccc(F)c2)S(=O)(=O)N(C)C1c1ccc(C(F)(F)F)cc1 (stereo not drawn),-28.5%,-5.4%,-6.5%,-20.3%,-0.8,1.4%,0.6,?,-1.4%

# A portion of the library (hit frequency here may not be typical).
